Screening data (PubChem BioAssay)
UDG counter: Primary qHTS assay for inhibitors of Activation Induced Cytidine Deaminase (AID): UDG Counterscreen signal | Uracil-DNA glycosylase | FRET deamination/UDG coupled assay, UDG read, 4 h | Potency, µM (doses to about 115 µM), for the others: at the highest dose activity change, negative = inhibition, actives largely listed as inhibitors | hit rate 0.14% among 91,000; further: nearly all actives have a fitted effect of over 65% in size
AID inh: Primary qHTS assay for inhibitors of Activation Induced Cytidine Deaminase (AID): AID signal. Potency, µM (titrated, usually from 115 µM), inactives show at the highest dose activity change, negative = inhibition, hits mostly inhibitors. AID 1347428, 2020. AID deamination FRET fluorescence, UDG-coupled, 4 h. hit rate 0.32% among 91,000; further: nearly all actives have a fitted effect of over 25% in size
Target sequence (Q9GZX7 whole entry, looked up): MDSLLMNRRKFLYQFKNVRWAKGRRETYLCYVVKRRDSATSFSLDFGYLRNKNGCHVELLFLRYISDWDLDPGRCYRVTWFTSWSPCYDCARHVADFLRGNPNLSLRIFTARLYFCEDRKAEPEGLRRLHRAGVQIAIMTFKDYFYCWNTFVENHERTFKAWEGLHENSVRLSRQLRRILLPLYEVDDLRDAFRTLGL
Active calls of the source: *; i = inactive; ? = inconclusive; & = joins results of further samples; [ ] = remark or other dose. The call rests on the fitted dose curve; in most records, active means well fitted curve in the direction sought with a large enough effect; inconclusive means small, poorly fitted or top-dose-only effect, or another doubt; inactive means no such curve, though single readings can be large; an effect the other way counts as inactive or inconclusive. On the % scale 0 is the no-effect control and ±100 the full control effect; potency means the concentration at half of the fitted maximal effect. Not all compounds are listed; the hit share may differ from the screen's.

Preview, 18 compounds:
SMILES	UDG counter	AID inh
COc1ccc(-c2nn3c(CN4CCOCC4)nnc3s2)c(OC)c1	-3%	13%
O=C(O)CNC(=O)c1cc(-c2ccccc2)nc2ccccc12	0%	0%
Cc1cccc(C(=O)Nc2nnc(S(=O)(=O)N3c4ccccc4CC3C)s2)c1 (stereo not drawn)	2%	?
COc1cccc2c1cc1c(=O)n(CC(=O)N3CCN(c4cccc(C(F)(F)F)c4)CC3)nc(C)n12	-14%	-3%
COc1ccc(Cl)cc1NC(=O)CSc1nc(-c2cccs2)cc(C(F)(F)F)n1	-13%	-1%
CCc1ccc(CNC(=O)CN2CCSc3ccccc32)cc1	-11%	-18%
CC(=O)CC(C)=Nc1ccccc1	-9%	-4%
N#C/C(=C/c1ccc(-c2ccccc2C#N)o1)c1nc2ccccc2[nH]1	3%	-14%
CCOC(=O)C(NC(=O)/C=C/c1ccc(C)c(Cl)c1)C(=O)OCC	-3%	-3%
CCN(CCCNC(=O)c1ccc(Sc2ccc(Cl)cc2)c(NC(C)=O)c1)c1cccc(C)c1	-8%	-12%
C#CC(C)(CC)NC(=O)Cc1ccccc1 (stereo not drawn)	-3%	2%
Fc1ccc(CCNC(=S)c2cccs2)cc1	1%	10%
COCCn1c(SCC(=O)c2ccc(OC)cc2)nc2cc(C(=O)NC3CCCC3)ccc2c1=O	9%	3%
COC(=O)C1(C(=O)OC)CCC(=O)CC1c1ccccc1 (stereo not drawn)	9%	0%
COc1ccc(Br)c2c1-c1nc(NC(=O)c3ccccc3F)sc1C2	?	13%
Cc1ccc(-c2nc(CN3CCCC3c3ccsc3)co2)cc1 (stereo not drawn)	-14%	-8%
COc1ccc(C)cc1N(CC(=O)N1CCC(C)CC1)S(=O)(=O)c1ccc(C)cc1	-8%[57.5 µM]	i
O=C(c1cccc(OC(F)F)c1)n1ccccc1=NC1CCCCC1	-3%	8%

This part in full, from the first entry:
SMILES	UDG counter	AID inh
COc1ccc(-c2nn3c(CN4CCOCC4)nnc3s2)c(OC)c1	-3%	13%
O=C(O)CNC(=O)c1cc(-c2ccccc2)nc2ccccc12	0%	0%
Cc1cccc(C(=O)Nc2nnc(S(=O)(=O)N3c4ccccc4CC3C)s2)c1 (stereo not drawn)	2%	?
COc1cccc2c1cc1c(=O)n(CC(=O)N3CCN(c4cccc(C(F)(F)F)c4)CC3)nc(C)n12	-14%	-3%
COc1ccc(Cl)cc1NC(=O)CSc1nc(-c2cccs2)cc(C(F)(F)F)n1	-13%	-1%
CCc1ccc(CNC(=O)CN2CCSc3ccccc32)cc1	-11%	-18%
CC(=O)CC(C)=Nc1ccccc1	-9%	-4%
N#C/C(=C/c1ccc(-c2ccccc2C#N)o1)c1nc2ccccc2[nH]1	3%	-14%
CCOC(=O)C(NC(=O)/C=C/c1ccc(C)c(Cl)c1)C(=O)OCC	-3%	-3%
CCN(CCCNC(=O)c1ccc(Sc2ccc(Cl)cc2)c(NC(C)=O)c1)c1cccc(C)c1	-8%	-12%
C#CC(C)(CC)NC(=O)Cc1ccccc1 (stereo not drawn)	-3%	2%
Fc1ccc(CCNC(=S)c2cccs2)cc1	1%	10%
COCCn1c(SCC(=O)c2ccc(OC)cc2)nc2cc(C(=O)NC3CCCC3)ccc2c1=O	9%	3%
COC(=O)C1(C(=O)OC)CCC(=O)CC1c1ccccc1 (stereo not drawn)	9%	0%
COc1ccc(Br)c2c1-c1nc(NC(=O)c3ccccc3F)sc1C2	?	13%
Cc1ccc(-c2nc(CN3CCCC3c3ccsc3)co2)cc1 (stereo not drawn)	-14%	-8%
COc1ccc(C)cc1N(CC(=O)N1CCC(C)CC1)S(=O)(=O)c1ccc(C)cc1	-8%[57.5 µM]	i
O=C(c1cccc(OC(F)F)c1)n1ccccc1=NC1CCCCC1	-3%	8%
Cc1ccc(NC(=O)c2cccc(NC(=O)NC(C)C)c2)cc1Cl	0%	-1%
CCOc1ccc(CNC(=O)Cc2ccc(NC(=O)N3CCCCc4ccccc43)cc2)cc1OC	20%	-13%
N#Cc1nc(/C=C/c2ccc(F)cc2)oc1NC1CCCCC1	1%&-10%	1%&-1%
O=C(ON=C1CCCC1)c1ccc(Br)cc1	2%	0%
O=C(NC(c1ccccc1)c1ccccc1)C(=O)c1c[nH]c2ccccc12	7%	8%
Cc1cc(C)cc(NC(=O)NCc2c(-n3cccc3)sc3c2CCCC3)c1	16%	1%
CC(C)C(=O)Nc1nc2c(s1)CC(C(C)(C)C)CC2 (stereo not drawn)	-4%	-6%
CCOC(=O)NC(Nc1ccccc1)(C(=O)OCC)C(F)(F)F (stereo not drawn)	-3%	4%
Cc1c(C(=O)N2CCOCC2)oc2c1-c1nn(CC(=O)NCc3ccccc3)cc1CC2	?	?
CN(Cc1ccccc1F)S(=O)(=O)c1cccc2nsnc12	-10%	-5%
CCOC(=O)CN(CCOC)C(=O)CCCc1ccccc1	-8%	-1%
COCCNC(=O)CCn1c(=O)c2cc(OC)c(OC)cc2n(CC(=O)Nc2ccccc2OC)c1=O	-4%	2%
Cc1cc(C)c(NC(=O)CSc2nc3ccccc3nc2N2CCCCC2)c(C)c1	-9%	-1%
CC1=C/C(=N\Nc2nncc3ccccc23)CC1	-4%	7%
Cc1ccc(C)c(OCC(O)Cn2nc(C(N)=O)c3ccccc3c2=O)c1C (stereo not drawn)	0%	3%
CCCC(=O)N1c2ncnn2C2(CCCCC2)[C@@H]2CCCC[C@@H]21	-2%	1%
O=S(=O)(c1ccc2oc3ccc(S(=O)(=O)N4CCOCC4)cc3c2c1)N1CCOCC1	3%	-8%
O=C(CSc1ccccc1)CSc1ccccc1	-4%	-1%
CCCCc1cc(=O)oc2cc(OC(C)C(=O)NCCCO)ccc12 (stereo not drawn)	-3%	5%
CCCOc1ccc(NC(=O)c2ccc(C)cc2)c2cccnc12	-5%	1%
CCc1ccc2oc(-c3cccc(NC(=O)C(C)(C)Oc4ccc(Br)cc4)c3)nc2c1	-1%	52%[activator]
CCCn1c(=N)n(CC(O)COc2ccccc2OC)c2ccccc21 (stereo not drawn)	2%	1%
CC(C)C1CCC(C)C(C2(C#N)C(N)=C(C=O)CC2(C#N)C#N)C1=O (stereo not drawn)	6%	27%
COc1ccc(C2=C(C)C(Nc3cc(Cl)c(OC)cc3OC)=NS2(=O)=O)cc1	10%	6%
Cc1ccccc1CN1C(=O)C2(c3ccccc31)N(c1ccccc1)C(=O)CS2(=O)=O (stereo not drawn)	2%	1%
O=C(CC1(O)C(=O)N(CN2CCOCC2)c2ccccc21)c1ccc2ccccc2c1 (stereo not drawn)	5%	-9%
Cc1ccc(-c2cnc(CCC(=O)NC(C)c3ccc(S(C)(=O)=O)cc3)o2)cc1C (stereo not drawn)	-5%	-10%
O=C(NC1CC1)C1CCN(CCCc2nc3ccccc3o2)CC1	-1%	-3%
Cc1ccc(C(CNc2oc(C(C)(C)C)nc2C#N)N2CCOCC2)cc1 (stereo not drawn)	-7%	1%
COc1ccc2c(c1)c1c(c(=O)n(-c3cccc(C)c3)c(=O)n1CC(=O)Nc1c(C)cc(C)cc1C)n2C	?	11%
CCn1c(Cn2nnc(-c3ccccc3Cl)n2)nc2cc(S(=O)(=O)N3CCCCC3)ccc21	-1%	-7%
CC1=C(C(=O)OCC(F)(F)C(F)(F)F)C(c2cc3c(cc2Br)OCO3)NC(=O)N1 (stereo not drawn)	-3%	-6%
COc1ccccc1-c1nc(CNC(=O)NC2CCCCC2)c(C)o1	5%	18%
Cc1cccc(Oc2coc3cc(OCc4ccc(F)cc4)ccc3c2=O)c1	3%	-2%
COc1ccccc1NC(=O)CSc1nnc2c3ccccc3n(C(C)C)c2n1	-13%	?
COc1cccc2sc(N(Cc3cccnc3)C(=O)Cc3ccccc3)nc12	19%	?
COc1ccc(-c2nn(-c3ccc(F)cc3F)c3c2cnc2ccc(F)cc23)cc1	3%	2%
O=C(CSc1nc2ccccc2n1Cc1ccccc1Cl)NCc1ccccc1	26%	-22%
Cc1ccc(-c2cc(C(F)(F)F)on2)cc1S(=O)(=O)NCc1ccc(F)cc1	-16%	-15%
Cc1ccc(OCCNC(C)C)cc1	-10%	-13%
O=[N+]([O-])c1cc(C(F)(F)F)cc2nc3ccccn3c12	6%	-6%
O=C(Nc1c(NCc2ccccc2)c2ccccc2oc1=O)c1ccc(Br)cc1	-2%	-4%

(continued)
SMILES	UDG counter	AID inh
CCOC(=O)c1cc(-c2ccccc2)n(CCCC(=O)Nc2ccc(C)cc2C)c1C	-8%	-14%
Cc1cc(Nc2cccc(C(F)(F)F)c2)nc2ccc(NC(=O)c3ccc(N(C)C)cc3)cc12	-17%	?
COCC(C)n1c(COc2ccccc2F)nnc1SCc1ccc(C(C)(C)C)cc1 (stereo not drawn)	-5%	-17%
Cc1ccc(Cl)cc1N1CCN(S(=O)(=O)c2ccc3c(c2)CCCN3C(=O)C2CCC2)CC1	-6%	-19%
CCOc1ccc2c(c1)cc(C(=O)NC(C)C)n2C	-9%	-2%
COc1ccc2c(c1)Cc1sc(NC(=O)c3cccc(F)c3)nc1-2	-10%	?
O=c1oc2ccc3ccccc3c2cc1-c1nnc(Nc2cc(C(F)(F)F)ccc2Cl)s1	-2%	-5%
CCCCn1c(=O)n(-c2cc(OC)ccc2OC)c(=O)c2c3c(sc21)CN(C(C)=O)CC3	?	-6%
Cc1cc(C)cc(OCC(=O)Nc2nonc2-c2ccc(Br)cc2)c1	?	6%
Cc1cc2[nH]c(=O)c(=O)[nH]c2cc1S(=O)(=O)N1CCN(c2cccc(C)c2C)CC1	-13%[57.5 µM]	3%
CSc1cccc(Nc2cc(C(=O)NCCCN(Cc3ccccc3)C(C)C)c3ccccc3n2)c1	-21%[57.5 µM]	-17%
COc1cccc(NC(=O)CSc2nnc(-c3ccc(C)cc3)c(=O)[nH]2)c1	9%	0%
CCN(CC)c1ccc(NC(=O)CSc2nnc(C)c(=O)[nH]2)cc1	2%	11%
CCCCNC(=O)c1ccccc1NC(=O)CN(c1ccccc1)S(=O)(=O)N(C)C	-5%	8%
CC(C)(C)NC(=O)C(=O)NC(C)(C)C	-2%	3%
CCCCCc1ccc(-c2ccc(C3CCC(CC)CC3)cc2)nc1 (stereo not drawn)	-12%	-6%
O=C(OCc1ccccc1[N+](=O)[O-])c1nn(-c2ccc(F)cc2)c2c1CCC2	7%	2%
O=c1oc(-c2ccc(F)cc2)nn1CC(O)COc1ccc2ccccc2c1 (stereo not drawn)	-4%	-5%
CN(Cc1cccs1)C(=O)C1CC=CCC1c1nc2ccccc2s1 (stereo not drawn)	10%	-1%
Cc1ccc(NC(=O)c2ncn(-c3ccccc3)n2)c(Cl)c1	-14%	-18%
O=C1CCC/C(=N/NC(=O)c2ccc(CSc3ccc(Cl)cc3)cc2)C1	9%	-5%
CCOc1ccc(NC(=O)c2ccc(Cl)cc2Cl)c2cccnc12	1%	54%[activator]
CCCCCCCCCCSCCC(=O)O	-7%	-17%
CCOC(=O)c1cc(NCc2ccccc2)ccc1N1CCOCC1	-1%	5%
O=C(c1ccc(Cl)cc1)N1CCC(c2ccncc2)CC1	-5%	-16%
O=C(NC1CCN(Cc2ccc(F)cc2)CC1)c1cccs1	6%	-2%
COc1ccc(N2CCN(C(=O)C3CCN(c4nc5ccc(C)cc5[nH]4)CC3)CC2)cc1	4%	-2%
O=C(c1ccccc1Br)N1CCC(c2nc3ccccc3o2)CC1	-1%[57.5 µM]	-13%
COc1cc(-c2cc(C(=O)O)c3ccccc3n2)cc(OC)c1OC	-5%	-5%
Cn1c(=O)c2c(nc(CN3CCN(Cc4ccccc4)CC3)n2Cc2ccc(Cl)cc2)n(C)c1=O	0%	-20%
CSc1ncc(C(=O)NCc2ccc(C)cc2)c(C)n1	-6%[57.5 µM]	13%
CCN1c2ccccc2-c2nc(SCC(=O)Nc3cc(F)ccc3F)ncc2S1(=O)=O	?	17%
COCCCN(C)Cc1cccc(C#N)c1	-11%	0%
CN(C)CCN(Cc1ccccc1)Cc1ccccc1	-6%	-9%
CN1CCN(c2oc(-c3ccccc3)nc2S(=O)(=O)c2ccc3c(c2)OCCO3)CC1	9%	-1%
Cc1nn(-c2ccccc2)c(C)c1CN(C)C(=O)CNC(=O)c1ccc(Cl)cc1	-10%	-14%
O=C1CCCC2=C1C(c1ccc(Cl)c(Cl)c1)C1=C(CCCC1=O)O2	-3%	-10%
O=C(CN1CCc2ccccc2C1)N1N=C(c2ccco2)CC1c1cccs1 (stereo not drawn)	-10%	1%
CCn1cc2nc(SCc3cccc(C(F)(F)F)c3)n(Cc3ccc(Cl)cc3)c(=O)c2n1	-29%	25µM*
O=C(O)c1ccccc1S(=O)(=O)Cc1ccc(F)cc1	2%	13%
COCCCn1c(=N)c(C(=O)NC2CCCCC2)cc2c(=O)n3ccccc3nc21	0%	49%[activator]
O=C(CC1CCCO1)NC(c1ccccc1)C1CC1 (stereo not drawn)	-4%	-5%
CCCCNC(=O)c1cc(-c2ccc(C)o2)nc2ccccc12	5%	19%
COc1ccccc1N1CCN(CCCNc2c(C)c(=O)n(C)c(=O)n2C)CC1	10%	4%
COc1ccc(C2C(C(C)=O)=C(O)C(=O)N2c2ccc(C)cc2)cc1 (stereo not drawn)	4%	4%
